HTRA1 inh = inhibitors of human serine peptidase HTRA1; Q92743; recombinant HTRA1, FP-rhodamine activity-based probe, fluorescence polarization; inhibition, % at 5.96 µM; actives 0.5% (n = 340,000); AID 504803; in the data active = inhibition above about 36%;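 note: 0% = enzyme with DMSO and 100% = wells lacking enzyme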
Target sequence (Q92743 whole entry, looked up): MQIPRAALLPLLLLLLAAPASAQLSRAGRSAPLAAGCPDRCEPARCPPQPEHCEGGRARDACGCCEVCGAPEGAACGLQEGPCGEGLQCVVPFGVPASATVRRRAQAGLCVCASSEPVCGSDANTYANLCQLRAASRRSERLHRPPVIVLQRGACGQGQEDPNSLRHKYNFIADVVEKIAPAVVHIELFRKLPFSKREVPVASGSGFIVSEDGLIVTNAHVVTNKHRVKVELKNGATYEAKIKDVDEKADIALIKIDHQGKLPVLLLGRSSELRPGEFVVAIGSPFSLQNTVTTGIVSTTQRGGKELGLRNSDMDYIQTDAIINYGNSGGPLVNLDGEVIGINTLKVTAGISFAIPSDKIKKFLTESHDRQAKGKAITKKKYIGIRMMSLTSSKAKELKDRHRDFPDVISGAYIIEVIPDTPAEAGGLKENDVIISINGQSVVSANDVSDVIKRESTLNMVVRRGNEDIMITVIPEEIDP
Starred values were filed as active, the others as inactive. These rows are one share of the data; the hit share may differ from the screen's.

SMILES | HTRA1 inh
CCC(Sc1nc2n[nH]c(C)c2c(=N)n1-c1ccc(C)c(Cl)c1)C(=O)N1CCOCC1 (configuration not stated) | -9.7
CCCCC1C(=O)CC[C@H]2[C@@H]1CC(=O)[C@@H]2C/C=C\CCCC(=O)O (some centres not stated) | 4.7
Oc1ccc(N2Cc3ccccc3C2)cc1 | 34.6
CCCCCCCCCCNC(=O)C(=O)Nc1ccccn1 | -2.3
NC1=NC(=O)CC(C(=O)Nc2cccc3ccccc23)S1 (configuration not stated) | -1.9
c1ccc(CSc2nnc3c(n2)OC(c2ccco2)Nc2ccccc2-3)cc1 (configuration not stated) | -3.7
CCOC(=O)/C=C1\SCC(=O)N1CC(O)CN1C(=O)CS/C1=C\C(=O)OCC | -1.6
Cc1cccc(CNC(=O)c2ccc(NC(=O)C3=CSCCO3)cc2)c1 | -14.9
COc1ccccc1/C=N/NC(=O)c1nnn(-c2nonc2N)c1-c1cccs1 | -13.9
O=C(Nc1nc(-c2ccccc2)cs1)c1ccc(N2CCOCC2)c([N+](=O)[O-])c1 | -44.3
CCOC(=O)C1=C(O)c2ccccc2C(=O)/C1=C\c1ccc(CC)cc1 | -10.3
Cc1cccc(CN2C(=O)N/C(=C/c3cc(C)n(-c4cc(C)ccn4)c3C)C2=O)c1 | -6.0
Cc1ccc(C(=O)NC2=NCCS2)cc1Cl | 4.0
O=C(CCCc1ccccc1)Nc1ccc(Br)cc1F | -7.6
COCC(=O)Nc1ccc(S(=O)(=O)Nc2cc(C)nc(C)n2)cc1 | 6.6
O=C(C[C@H]1C/C=C\C[C@H](NC(=O)OCC2c3ccccc3-c3ccccc32)C(=O)O[C@H](c2ccccc2)CNC1=O)N[C@H](CO)Cc1ccccc1 | -18.2
Cc1nc(Cc2nnc(SC(C)C(=O)Nc3cccc(C#N)c3)o2)cs1 (configuration not stated) | -0.3
O=C(Nc1ccc(S(=O)(=O)Nc2nccs2)cc1)C1CC(=O)N(c2ccccc2)C1 (configuration not stated) | -5.0
Cc1cccc(-c2oc3ccc(-c4ccc5c(c4)OCO5)cc3c2/C=C/c2ccc(N)cc2)c1 | 21.1
CCOc1cc(C2C(C(C)=O)=C(C)Nc3ncnn32)ccc1O (configuration not stated) | 6.5
COc1ccc(NC(=O)C(=O)NCC(c2ccco2)N2CCc3ccccc32)cc1 (configuration not stated) | -3.7
C=CCOC(=O)C1=C(C)NC(SCC(=O)OCC)=C(C#N)C1c1ccc(O)c(OC)c1 (configuration not stated) | -31.5
COc1ccc2c(c1O)Cc1ccccc1C2=O | 4.3
COc1cc2sc(-c3ccccc3OC)c(-c3ccc(OCCN4CCOCC4)cc3)c2cc1OC | -11.6
S=C(c1ccc(-c2ccccc2Cl)o1)N1CCOCC1 | -5.9
Cc1nc([N+](=O)[O-])cn1CC(=O)c1ccc(F)cc1 | -4.8
Cc1ccc(NC(=O)CCc2nc3sc4c(c3c(=O)[nH]2)CCCC4)c(Br)c1 | -1.9
C/C=C(\C)C(=O)NCCN1C2=NC[C@H](Cc3ccccc3)N2C[C@H]1Cc1ccc(O)cc1 | -1.9
CC(C)(C)c1ccc(C(=O)N/C(N)=N/c2nc3ccccc3o2)cc1 | 1.9
CC(C)n1cnc2c(NCc3ccccc3)cc(OCC3CCN(C)CC3)cc21 | 40.1*

Random excerpt: 6 compounds from above, in no set order.
SMILES | HTRA1 inh
COc1ccc2c(c1O)Cc1ccccc1C2=O | 4.3
CC(C)n1cnc2c(NCc3ccccc3)cc(OCC3CCN(C)CC3)cc21 | 40.1*
Cc1ccc(NC(=O)CCc2nc3sc4c(c3c(=O)[nH]2)CCCC4)c(Br)c1 | -1.9
C/C=C(\C)C(=O)NCCN1C2=NC[C@H](Cc3ccccc3)N2C[C@H]1Cc1ccc(O)cc1 | -1.9
CC(C)(C)c1ccc(C(=O)N/C(N)=N/c2nc3ccccc3o2)cc1 | 1.9
S=C(c1ccc(-c2ccccc2Cl)o1)N1CCOCC1 | -5.9

The listing continues.
SMILES | HTRA1 inh
O=C(C1=C[C@@H]2[C@H]3C(=O)N(c4cccc(Cl)c4)C(=O)[C@H]3[C@@H](C(=O)c3ccc(Cl)cc3)N2C=C1)c1ccccc1 | -32.6
O=S1(=O)Nc2c(ccc3cccnc23)-c2ccccc21 | 36.5*
Cc1[nH]c2nc3ccccc3n2c(=O)c1CCC(C)C | 6.1
C#CCOCCOCCOCCNc1nc(N2CCN(C(=O)[C@H](CCC(=O)O)n3cc(C(N)Cc4ccc(O)cc4)nn3)CC2)nc(N2CCN(C(=O)[C@H](CCC(=O)O)n3cc(C(N)[C@H](C)CC)nn3)CC2)n1 (some centres not stated) | 5.2
CCOC(=O)Nc1ccc2c(c1)nc(CN1CCCCC1)n2C | -2.0
O=C(CSc1nnc(C2COc3ccccc3O2)o1)Nc1nccs1 (configuration not stated) | 4.5
Cc1cc(C)cc(NC2=C(N)C(=O)c3ccccc3C2=O)c1 | 14.2
COC(=O)c1ccc(CC(=O)c2ccc(O)cc2O)o1 | 1.1
CN1CC=C2C(C#N)=C(N)C(C#N)(C#N)C(CCc3ccccc3)C2C1 (configuration not stated) | 13.9
Cc1nc2ccc(NC(=O)c3cccc(S(=O)(=O)N(C)c4ccccc4)c3)cc2s1 | -76.5

Filtered by structure: those above with a COOH group.
SMILES | HTRA1 inh
CCCCC1C(=O)CC[C@H]2[C@@H]1CC(=O)[C@@H]2C/C=C\CCCC(=O)O (some centres not stated) | 4.7
C#CCOCCOCCOCCNc1nc(N2CCN(C(=O)[C@H](CCC(=O)O)n3cc(C(N)Cc4ccc(O)cc4)nn3)CC2)nc(N2CCN(C(=O)[C@H](CCC(=O)O)n3cc(C(N)[C@H](C)CC)nn3)CC2)n1 (some centres not stated) | 5.2

Other entries
SMILES | HTRA1 inh
Cc1ccnc(NC(=O)c2ccc(Cl)c(NC(=O)c3ccccc3C)c2)c1 | -1.3
COc1ccc(CCNC(=O)C2CCN(Cc3nc(-c4cccc(Cl)c4)oc3C)CC2)cc1OC | -1.0
COc1ccc(OCCN2CCCC2)cc1Nc1nnc(Cl)c(Nc2ccccc2S(C)(=O)=O)n1 | -4.6
COc1cc(OC)cc(C(=O)Nc2nnc(NC(=S)Nc3ccccc3)s2)c1 | -16.1
CC(C)(C)c1ccc(/C=C(\c2nc3ccccc3[nH]2)S(=O)(=O)c2ccccc2)cc1 | -39.0
OC(c1ccccc1)(c1ccc(F)cc1)C(c1ccccc1)N1CCOCC1 (configuration not stated) | -26.1
Cc1ccc(S(=O)(=O)N2[C@@H](c3ccc(Cl)c(Cl)c3)C(C(=O)O)=C[C@H]2C(C)(C)C)cc1 | -43.9
CC1=NN(c2ccc(Cl)cc2)C(=O)C1C(c1ccccc1O)c1c(C)[nH]n(-c2ccc(Cl)cc2)c1=O (configuration not stated) | 28.2
CCN=c1scc(-c2ccccc2)n1/N=C/c1ccccn1 | 4.7
COc1ccc(/C=C/C(=O)c2ccccc2O)cc1CN1CCOCC1 | -7.4
Cc1cnc(C(=O)N(CC(C)C)c2c(N)n(CC(C)C)c(=O)[nH]c2=O)cn1 | 7.7
CCOC(=O)CCCc1sc(N)nc1-c1[nH]c(=O)[nH]c1C | 3.8
CCNS(=O)(=O)c1ccc(OC)c(C(=O)NC2CCCCC2)c1 | 3.6
CCCn1c(N)c(C(=S)NC(=O)C2CC2)c(=O)n(C)c1=O | 0.2
COc1cccc(-c2nn(C)c3sc(C(=O)Nc4ccc5c(c4)OCCO5)cc23)c1 | -13.5
CC1CCCC(C)N1CCCNC(=O)Cn1ncc2c3ccccc3n(C)c2c1=O (configuration not stated) | 1.4
CN(C)CCC(C(=O)c1ccccc1)c1ccccn1 (configuration not stated) | -1.0
N#CC1=C2SCN(Cc3ccco3)CN2C(=O)CC1c1ccccc1F (configuration not stated) | 2.9
N/C(=N\OC(=O)CCC1CCCCC1)c1cccc([N+](=O)[O-])c1 | -1.7
COc1ccc(N=c2ssnc2Cl)cc1 | 6.3
N=c1sccn1CC(=O)Nc1cc(Cl)ccc1Oc1ccccc1 | 1.3
Cc1ccnc(NS(=O)(=O)c2ccc(NC(=O)Cc3cccs3)cc2)n1 | 3.2
CCn1nc(NS(=O)(=O)c2ccccc2[N+](=O)[O-])c2cc3ccc(C)cc3nc21 | 8.6
Cc1ccc(-n2[nH]c(C)c(/C=N/NC(=O)c3ccc(O)cc3O)c2=O)cc1 | 12.5
COc1ccc([C@@H]2[C@@H]3C(=O)N(C(C)(C)C)C(=O)[C@@H]3[C@]3(C)C(=O)N(c4cccc(Br)c4)C(=O)N23)cc1 | -96.2
CCOc1cc(C)c(S(=O)(=O)Nc2ccc3cn[nH]c3c2)cc1C | -24.2
CCOC(=O)N1CCC(N2CCN(S(=O)(=O)CC)CC2)CC1 | 0.4
COCCN1C=C2C(=O)C(C)(OC(=O)CCC(=O)OC)C(=O)C=C2C=C1C1CC1 (configuration not stated) | 12.6
Clc1ccc(-c2noc(CCCOc3ccccc3)n2)cc1 | -6.8
COc1ccc(S(=O)(=O)N2CCOCC2)cc1NC(=O)COC(=O)c1ccc([N+](=O)[O-])s1 | 24.2
Cc1cc(C(=O)N/N=C\c2cc(C(C)(C)C)ccc2O)n[nH]1 | 3.1
O=[N+]([O-])c1ccc(NNC(=S)Nc2ccccc2)cc1 | -2.5
CC(=O)Oc1ccc2c(c1)Oc1cc(OC(C)=O)ccc1C21OC(=O)c2ccccc21 | 123.9*
Cc1nc(NC(=O)c2ccccc2)sc1-c1csc(NCc2ccco2)n1 | -14.1
COc1cccc2cc(C(=O)NCc3ccc(C)cc3)c(=O)oc12 | 6.5
Cc1cc(C)nc(NS(=O)(=O)c2ccc(NC(=O)c3cc4c(=O)n5cccc(C)c5nc4n3C)cc2)n1 | -2.1
c1ccc(CSc2nnc(-c3ccco3)c(-c3ccco3)n2)cc1 | 42.8*
O=c1oc2ccccc2c(Nc2ccc3ccccc3c2)c1[N+](=O)[O-] | -8.7
Nc1nc(-c2sc3nc4c(cc3c2N)CCCC4)nc(N2CCOCC2)n1 | 8.1
O=C(COc1ccc(Br)cc1Br)NC(=S)N1CCCc2ccccc21 | 15.4
CSc1ccc(C2N=C(c3ccccc3)NO2)cc1 (configuration not stated) | 1.5
Cc1ccc(N2CCN(C(=O)c3ccccc3NC(=O)/C=C\C(=O)O)CC2)cc1 | -2.5
CC(C)(C)C(=O)Nc1ccc(C(=O)OC2CCCCC2)cc1 | -28.6
CN(C)S(=O)(=O)c1ccc(Oc2ccc(S(=O)(=O)N(C)C)cc2)cc1 | 1.6
CC(C)CC(C(=O)NC(=O)NCc1ccccc1)N1C(=O)c2ccccc2C1=O (configuration not stated) | -4.4
C#CCOCCOCCOCCNc1nc(N2CCN(C(=O)[C@H](Cc3cc4ccccc4[nH]3)n3cc([C@@H](N)Cc4ccc(O)cc4)nn3)CC2)nc(N2CCN(C(=O)[C@H](Cc3cc4ccccc4[nH]3)n3cc([C@@H](N)CC(C)C)nn3)CC2)n1 | -3.4
CCN(CC)c1ccc(C(=O)OCC(=O)N2CCCC2)cc1 | 4.1
CCN1CCN(C2=CC3=CC(=C(C#N)C#N)CCC3CC2)CC1 (configuration not stated) | 22.1
Cc1ccc(C2=NN=C(NC(=O)CSc3nnc4c5ccccc5n(C)c4n3)SC2)cc1 | 9.8
COc1ccc2c(c1OC)CN1CCc3cc4c(cc3[C@@H]1[C@@H]2O)OCO4 | -1.8

Overlap with the part before: three compounds; new compounds follow.
SMILES | HTRA1 inh
CCN1CCN(C2=CC3=CC(=C(C#N)C#N)CCC3CC2)CC1 (configuration not stated) | 22.1
Cc1ccc(C2=NN=C(NC(=O)CSc3nnc4c5ccccc5n(C)c4n3)SC2)cc1 | 9.8
COc1ccc2c(c1OC)CN1CCc3cc4c(cc3[C@@H]1[C@@H]2O)OCO4 | -1.8
COc1ccc(/C=C2\C(=O)N(c3c(Cl)cc(Cl)cc3Cl)N=C2NC(=O)c2cccc([N+](=O)[O-])c2)cc1 | 6.4
O=C(N/N=C/c1cccnc1)c1cc(C2CC2)nc2ccccc12 | 1.2
COc1cccc(OCc2cc(C(=O)N3CCN(C)C(c4ccccc4)C3)no2)c1 (configuration not stated) | -8.3
COc1ccc2nc(NC(=O)c3ccc4ncsc4c3)sc2c1 | -11.9
COc1cc(OC)c2c(-c3cccc(-c4ccc(CO)cc4)c3)cc(=O)oc2c1 | -90.8
C=CCn1c(SCC(=O)N2CCOCC2)nc2scc(-c3ccco3)c2c1=O | -1.2
O=C(O)CN1C(=O)/C(=C\c2cn(-c3ccccc3)nc2-c2ccccc2)SC1=S | -23.9
O=C(CN1CCCC1)Nc1nc(-c2ccc3c(c2)CCN3C(=O)c2ccccc2F)cs1 | -6.8
CCOCCCN1C(=O)C2C(C(=O)Nc3ccc(OCC)cc3)C3C=CC2(O3)C1C(=O)NC1CCCCC1 (configuration not stated) | 4.0
CN1CCN(c2nc(-c3ccc(Cl)c(Cl)c3)nc3ccccc23)CC1 | -8.2
O=C1C=CC(=O)N1c1ccc(-c2nc3ccccc3o2)cc1 | -7.7
Cc1cccc(Cn2c(=O)oc3ccc(C)cc32)c1 | -5.8
O=C1CC(Cc2ccccc2)C(=O)N1Cc1ccco1 (configuration not stated) | -3.5
COc1cccc(NC(=O)CN(C)C(=O)c2cccnc2Nc2cccc(C(F)(F)F)c2)c1 | -85.0
Cc1ccc(N2CCN(C(=O)c3nn(C)c4c3CS(=O)(=O)c3ccccc3-4)CC2)c(C)c1 | 8.1
C[S+](CC[C@H](N)C(=O)O)C[C@H]1O[C@@H](n2cnc3c(N)ncnc32)[C@H](O)[C@@H]1O (some centres not stated) | 3.9
NC(=O)[C@@H]1CCCNc2c(I)cc([N+](=O)[O-])cc2C(=O)N[C@@H](CCC(=O)O)C(=O)N[C@@H](CO)C(=O)N1 | 3.9
COc1ccc(-c2coc3c(C)c4oc(=O)c(CCC(=O)O)c(C)c4cc23)cc1 | -49.6
Cn1c(C(=O)N2CCc3ccccc3C2)cc2oc3ccccc3c21 | -29.4
C#CCOCCOCCOCCNc1nc(N2CCN(C(=O)CCCCCCCCCCNC(=O)Cn3cc(CCCCCN)nn3)CC2)nc(N2CCN(C(=O)CCCCCCCCCCNC(=O)[C@@H](CCSC)n3cc(CCO)nn3)CC2)n1 | -50.8
CCN1/C(=C\C(C)=O)Sc2ccc(OC)cc21 | -2.8
Cc1cc(OCc2cc(C(=O)NC3CCC3)no2)cc(C)c1Cl | -13.2
Cc1cccc(NS(=O)(=O)c2cccc3nonc23)c1 | 2.3
c1ccc(Cn2nnnc2C(c2cccs2)N2CCc3ccccc3C2)cc1 (configuration not stated) | -35.6
COc1ccc(CCn2c(=S)[nH]c3cc(C(=O)NCc4ccco4)ccc3c2=O)cc1OC | -19.4
